# High-throughput results as filed in PubChem.
# UHRF1 MBD2 ctr: blocks human UHRF1 binding to methylated DNA; UHRF1 binding to methylated oligo, TR-FRET; inhibition, % at 4.4 µM; 370,000 tested, 0.75% active; AID 687016; in the data active = inhibition above about 21%;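 also: UHRF1 SRA domain binding a hemimethylated CpG hairpin DNA probe; 0% = median of test compound wells and 100% = reference inhibitor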
# PLC-gamma1 inh: blocks human PLC-gamma1 enzyme activity | purified PLC-gamma1, fluorogenic substrate, fluorescence | inhibition, % at 12.2 µM | 370,000 tested, 0.84% active; in the data active = inhibition above about 9.5%
# PLC-beta3 inh: PLC-beta3 (human) inhibition, primary screen. 370,000 tested, 0.18% active. Purified PLC-beta3, fluorogenic substrate, fluorescence. inhibition, % at 12.2 µM. Q01970; in the data active = inhibition above about 11%;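 also: 0% = median of compound wells on plate and 100% = full blocker control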
# proKLK7 act: activates the human kallikrein-7 zymogen; purified proKLK7, EDANS-DABCYL substrate fluorescence; 100% is mature enzyme control, 0% vehicle; activation, % at 7 µM; 370,000 tested, 0.9% active;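 active = activation above the mean of all tested compounds plus 3 SD, computed per campaign excluding outliers beyond control limits, cut at about 13% in these data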
# Target sequence (P49862 whole entry, looked up): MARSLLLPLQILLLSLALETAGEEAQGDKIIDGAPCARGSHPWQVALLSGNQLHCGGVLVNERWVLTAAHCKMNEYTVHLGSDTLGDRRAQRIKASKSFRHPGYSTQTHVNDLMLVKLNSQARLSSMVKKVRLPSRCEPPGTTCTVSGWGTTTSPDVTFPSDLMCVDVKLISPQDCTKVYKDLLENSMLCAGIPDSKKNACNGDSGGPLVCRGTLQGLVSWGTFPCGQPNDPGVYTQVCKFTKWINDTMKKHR
# DDE Tn7 FP inh: DD(E)-Tn7 binding inhibition, primary FP screen | P02675 | FP displacement of FITC-Tn7 peptide from fibrin DD(E); 0% = median of compound wells per plate | inhibition, % at 8.3 µM | 370,000 tested, 0.13% active;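 active = inhibition above the mean of compounds falling within the control limits plus 3 SD of them, cut at about 14% in these data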;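 also: 0% = plate median of compound wells and 100% = 10 µM Aha-Tn7 peptide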
#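 Also added: labelled Tn7 tracer, 0.1 µM; Assay system: human fibrin DD(E) protein; Amount: 2 µM fibrin DD(E); Schedule: 10 min compound pre-incubation, 3 h probe incubation at room temperature; Repeats: one replicate per compound; Read-out basis: percent inhibition; Measured by: fluorescence polarization of the labelled Tn7 tracer.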
# HGIII-sPLA2 inh: Blocks human group III sPLA2 activity | inhibition, % at 12.2 µM | 370,000 tested, 0.56% active | QFRET BODIPY PC-A2 liposome hydrolysis, fluorescence | Q9NZ20 | AID 743126;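 active = inhibition above mean plus 3 SD of compounds lying within the high and low control bounds, cut at about 19% in these data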;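 also: 0% = median of test compound wells and 100% = no enzyme DMSO wells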
# Tn6 DDE FP: DD(E)-Tn6 binding inhibition, primary FP screen; P02675; Fibrin DD(E) TRITC-Tn6 fluorescence polarization displacement; inhibition, % at 8.3 µM; 370,000 tested, 0.21% active;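 active = inhibition above a per-campaign cutoff: mean of compounds within control limits plus 3 SD, cut at about 15% in these data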;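 also: 0% = median of all compound wells on the plate and 100% = blocking peptide control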
# Rev-erbA mod: Rev-erb alpha (human) modulation. P20393. Rev-erbα–FITC-DNA binding, fluorescence polarization, 90 min. activity, % at 10 µM. 370,000 tested, 0.79% active;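 active = activity above about 14%, limit read from the data; passing the limit was not always enough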;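 also: 0% = DMSO wells with 35 nM protein and 100% = DMSO wells with 750 nM protein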
# Target sequence (P20393 whole entry, looked up): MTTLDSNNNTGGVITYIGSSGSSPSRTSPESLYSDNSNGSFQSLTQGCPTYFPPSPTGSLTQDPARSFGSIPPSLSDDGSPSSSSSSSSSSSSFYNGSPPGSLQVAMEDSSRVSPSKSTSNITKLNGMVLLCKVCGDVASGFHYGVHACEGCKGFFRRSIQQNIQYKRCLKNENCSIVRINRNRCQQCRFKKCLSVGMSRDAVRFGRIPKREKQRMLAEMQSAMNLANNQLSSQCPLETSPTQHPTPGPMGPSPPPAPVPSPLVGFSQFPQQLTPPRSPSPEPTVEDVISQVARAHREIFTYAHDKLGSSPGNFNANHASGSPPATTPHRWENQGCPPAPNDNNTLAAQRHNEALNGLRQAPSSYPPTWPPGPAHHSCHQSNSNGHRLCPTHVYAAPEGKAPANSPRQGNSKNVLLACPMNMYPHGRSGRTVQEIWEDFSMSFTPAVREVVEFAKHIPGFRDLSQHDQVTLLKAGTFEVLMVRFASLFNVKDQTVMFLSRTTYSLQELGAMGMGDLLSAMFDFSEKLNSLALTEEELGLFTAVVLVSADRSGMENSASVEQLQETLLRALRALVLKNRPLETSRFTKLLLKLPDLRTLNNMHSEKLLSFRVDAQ
# ASAP1 GAP inh: inhibitors of human ASAP1 ArfGAP activity. Q9ULH1. ASAP1-stimulated ARF1 GTP hydrolysis, GDP FP detection. inhibition, % at 16.5 µM. 360,000 tested, 0.19% active. AID 624377; in the data active = inhibition above about 25%;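 also: 0% = vehicle with enzyme and substrate and 100% = no enzyme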
# ARFGAP1 inh: inhibitors of rat ARFGAP1; inhibition, % at 16.5 µM; Q62848; 360,000 tested, 0.26% active; Arfgap1-stimulated ARF1 GTP hydrolysis, GDP FP detection;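 active = inhibition above a per-plate limit, mean inhibition of low control wells plus 3 SD, cut at about 25% in these data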;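 also: 0% = DMSO wells with enzyme and 100% = wells lacking Arfgap1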
# Target sequence (Q62848 1-136 limits assumed): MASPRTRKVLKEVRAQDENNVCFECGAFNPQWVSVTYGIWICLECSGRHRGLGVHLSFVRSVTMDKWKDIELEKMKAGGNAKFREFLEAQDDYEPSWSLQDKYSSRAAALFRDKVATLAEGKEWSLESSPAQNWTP
#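 Assay system: purified rat His6-Arfgap1 residues 1-136 (GAP domain); Reagent: human Δ17 ARF1 bound to GTP; Dosing: 16.5 µM single point, 1.26% DMSO; Times: GTP hydrolysis reaction 2 h at 25 °C; Signal: FP, GDP Alexa 633 tracer displaced from anti-GDP antibody, 620/688 nm; Measure: % inhibition from polarization.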
# * marks the source's active call; other numbers are inactive results; . = no result given. Random draw from the library; any-hit rate near 4.5%.
SMILES,UHRF1 MBD2 ctr,PLC-gamma1 inh,PLC-beta3 inh,proKLK7 act,DDE Tn7 FP inh,HGIII-sPLA2 inh,Tn6 DDE FP,Rev-erbA mod,ASAP1 GAP inh,ARFGAP1 inh
Nn1c(SCC(=O)NC2CCCC2)nnc1-c1ccccc1F,-2,0,0,0.9,2,2,2,7,-5,-3
CC(C)C(=O)OCc1cn(-c2ccc(Cl)c(Cl)c2)nn1,3,-1,0,0.0,-4,5,-2,3,-1,-3
CC(C)(C)c1ccc(OCC(=O)Nc2ccc(-c3nc4cccnc4o3)cc2)cc1,-1,-3,-5,0.0,-2,2,-4,0,4,1
CSc1nc(C)cc(Oc2ccc(=O)[nH]n2)n1,1,2,0,-0.3,-2,-4,-5,-2,-10,12
CCN1CCN(c2ccc([N+](=O)[O-])cc2S(=O)(=O)N2CCOCC2)CC1,4,9,2,-0.4,-11,10,-2,-10,-3,0
CSc1ccc(S(=O)(=O)Nc2c(C)n(C)n(-c3ccccc3)c2=O)cc1,2,-2,-9,-0.7,-2,1,5,2,-5,-10
CCc1ccc(-n2c(C)nc3cc(C(=O)NCc4cccnc4)ccc32)cc1,4,-3,1,0.6,-2,-9,12,-3,-8,6
CCN(CCCNC(=O)CN1C(=O)COc2ccc(S(=O)(=O)N3CCC(C)CC3)cc21)Cc1ccccc1,1,-1,-2,0.2,9,-5,3,-4,-7,-7
COc1cccc(OC)c1C(=O)OCC(=O)N(C)c1ccccc1,1,0,-3,-0.2,-2,1,-1,2,-4,16
CCC(C)NC(=O)C1c2ccccc2C(=O)N1Cc1cc(OC)ccc1OC (stereo not drawn),-2,4,2,1.0,-3,-1,-5,5,4,-2
CC(C)n1cc(CN2CCCC(C(=O)Nc3ccccc3Oc3cccnc3)C2)cn1 (stereo not drawn),1,-2,-10,-0.2,-1,-1,-4,3,-8,1
S=c1[nH]nc(CN2CCCCC2)n1-c1ccc(Cl)cc1,-1,2,-7,0.5,-5,-4,-4,-5,1,6
O=C(O)c1ccccc1-c1ccccc1C(=O)Nc1nc2ccccc2s1,1,-3,-9,-0.1,0,-16,10,1,-3,-6
CC1CCCCN1C(=O)COC(=O)c1cc([N+](=O)[O-])ccc1N (stereo not drawn),6,0,-1,0.3,-8,3,-2,6,13,17
O=C(Nc1ccc(N2CCCC2)cc1)c1cccc(-c2cc3ccccc3oc2=O)c1,-4,0,0,0.4,0,16,-4,-2,-6,18
Nc1ccccc1SC1CC(=O)N(c2ccc3c(c2)OCO3)C1=O (stereo not drawn),-1,-2,-8,0.4,-2,-4,10,-5,4,0
CC(C)N(C)C(=O)C(=O)c1cccn1-c1cccc(Cl)c1C#N,-1,-1,1,-0.1,-8,-3,4,1,7,6
CCC(CC)C(=O)N1c2ccc(F)cc2CCC1C (stereo not drawn),-2,0,0,-0.2,-8,2,0,1,2,0
CCN(CC)S(=O)(=O)c1cc(NC(=O)C2=COCCO2)ccc1Cl,3,2,4,-0.2,0,-39,-1,-6,5,-5
O=C(NCCC1=CCCCC1)C1CCN(C(=O)Cc2ccccc2)CC1,5,-2,-7,-0.5,3,7,-4,-1,12,7
O=C(COC(=O)c1ncc(Cl)c(Cl)c1Cl)NCCc1ccccc1,0,3,-9,0.1,-1,-4,-5,-9,1,-1
C=CCCCCc1nc2ccccc2c(=O)n1N,3,-1,-2,0.1,-2,7,6,-6,3,-7
COCCN1C(=O)N[C@@H](c2ccco2)C(C(C)=O)=C1C,2,-1,-5,0.5,-7,6,0,-5,2,-9
CCOc1ccc(C(=O)OCC(=O)NCCNC(=O)COC(=O)c2ccc(OCC)cc2)cc1,2,3,-8,0.3,1,9,-4,-1,-2,-8
Cc1cc([N+](=O)[O-])nn1CCCC(=O)Nc1cccc(Cl)c1Cl,-2,0,-6,0.3,0,2,0,5,-2,-8
CCN(CC)S(=O)(=O)c1cc(C(=O)Nc2nncs2)c(Cl)cc1Cl,-1,1,-4,-0.2,2,0,-3,0,6,-3
Cc1cc2ccc(C)c(C)c2nc1SCC#N,-2,0,1,0.3,-4,-2,-3,5,1,5
O=C(O)C1C2C=CC(C2)C1C(=O)NCCc1ccncc1 (stereo not drawn),-1,0,0,0.3,1,7,2,7,0,11
COc1ccc(C(=O)OCC(=O)c2ccc(Br)s2)c(OC)c1,0,2,-8,-0.2,4,-12,8,6,0,5
CCNNC(=O)C(O)(c1cccc(C)c1)c1cccc(C)c1,-5,-1,2,-0.5,3,-1,-2,0,-2,1
CCOc1ccccc1-n1nnnc1SCC(=O)NC(=O)Cc1ccccc1,-4,0,-4,0.0,2,-5,5,0,-2,-3
Cc1cc2oc(=O)cc(CN3CCCC3)c2cc1C,-1,-24,-32,0.7,2,-1,5,6,2,1
CCN(C(=O)COc1nc(C)cc(C)c1C#N)c1ccccc1,-2,-2,-4,0.1,-4,-5,1,-1,1,3
COC(=O)[C@]12C[C@H](CC(=O)NCc3ccc(OC)c(OC)c3)C(=O)N(CCC3=CCCCC3)C1=C[C@H](C1CCCC1)O[C@@H]2C,-2,0,0,0.5,0,-13,-7,0,.,.
Cc1ccc(S(=O)(=O)N2CCN(S(=O)(=O)c3ccccc3)C2)cc1,-1,0,1,-0.2,4,-3,11,-5,-12,2
CCOc1cc(C(N)=O)cc(Cl)c1OCc1ccccc1,0,2,3,-0.2,-2,-6,-2,1,-2,-1
COc1ccc(CCN(C(=O)C(F)(F)F)C(C(=O)NC2CCCCC2)c2cccs2)cc1 (stereo not drawn),1,0,1,-0.1,-3,-1,7,-3,-1,1
COC(=O)c1ccc(Cl)c(NC(=O)NC23CC4CC(CC(C4)C2)C3)c1,-3,0,1,0.7,2,1,-3,.,0,8
CSCC[C@H](NC(=O)c1ccc2c(c1)OCO2)c1nnc2ccccn12,7,0,-7,0.2,0,3,-2,1,4,-3
O=C1ON=C(c2ccccc2)/C1=C\c1ccco1,2,-21,-30,-0.4,4,-14,-5,-4,0,9

# In another format: two of the compounds above
structure: Cc1ccc(S(=O)(=O)N2CCN(S(=O)(=O)c3ccccc3)C2)cc1
  UHRF1 MBD2 ctr = -1; PLC-gamma1 inh = 0; PLC-beta3 inh = 1; proKLK7 act = -0.2; DDE Tn7 FP inh = 4; HGIII-sPLA2 inh = -3; Tn6 DDE FP = 11; Rev-erbA mod = -5; ASAP1 GAP inh = -12; ARFGAP1 inh = 2

structure: CCOc1cc(C(N)=O)cc(Cl)c1OCc1ccccc1
  UHRF1 MBD2 ctr = 0; PLC-gamma1 inh = 2; PLC-beta3 inh = 3; proKLK7 act = -0.2; DDE Tn7 FP inh = -2; HGIII-sPLA2 inh = -6; Tn6 DDE FP = -2; Rev-erbA mod = 1; ASAP1 GAP inh = -2; ARFGAP1 inh = -1

# Other structures
SMILES,UHRF1 MBD2 ctr,PLC-gamma1 inh,PLC-beta3 inh,proKLK7 act,DDE Tn7 FP inh,HGIII-sPLA2 inh,Tn6 DDE FP,Rev-erbA mod,ASAP1 GAP inh,ARFGAP1 inh
CN1CCN(C(=O)Nc2ccc3c(c2)N(C)C(=O)c2ccccc2S3)CC1,-7,2,-11,-0.3,0,-8,3,3,9,-8
Cc1ccc(N(C)C(=O)C2CCN(S(=O)(=O)c3ccc4c(c3)oc(=O)n4C)CC2)cc1,0,-2,3,0.1,-5,0,-5,-4,4,-3
COC(=O)[C@H](CC(C)C)NC(=O)N1CCCCC1C (stereo partly drawn),2,0,-7,0.6,5,1,-2,-6,-6,-5
Cn1c(SCC(=O)Nc2nccs2)nnc1C1CC1,-1,0,-1,0.3,-2,-5,-3,1,-7,-4
CCn1c(SCC(=O)Nc2ccc3c(c2)oc2ccccc23)nnc1-c1ccc(N)cc1,-3,-3,-5,-0.4,1,-19,-7,-6,20,17
CCOC(=O)[C@]12CCC=C1N(Cc1ccc(Cl)cc1Cl)C(=O)[C@H](CC(=O)NCc1cccs1)C2,0,-1,4,0.6,0,-3,2,-4,1,4
COc1cc(NC(=O)NCCN2CCN(c3ccc(Cl)cc3)CC2)ccc1C,0,5,2,0.1,-2,1,-8,-1,7,14
Cc1cn2c(=O)c(C(=O)N3CCN(c4ccccc4)CC3)cnc2s1,-1,-2,0,-0.2,2,6,7,-4,0,-12
O=C(NCc1cccs1)c1ccc(Cl)c(S(=O)(=O)N2CCCC2)c1,-1,1,-6,0.4,1,-4,-1,2,6,-5
CC(=O)Nc1ccc(S(=O)(=O)NNC(=O)c2sc(=S)n(C)c2C)cc1,-1,5,5,-0.1,-7,5,-2,-4,7,-15
CCn1c(SCc2nc3ccccc3nc2C)nnc1-c1cccs1,-1,1,-2,-0.2,3,8,3,5,-2,10
COc1ccc(/C=N/NC(=O)c2cc(O)c(O)c(O)c2)cc1Cn1cc([N+](=O)[O-])cn1,28*,4,-3,1.4,-3,21*,-6,-28,9,-9
CC1CN(S(=O)(=O)c2ccc(CN3C(=O)c4cccnc4C3=O)cc2)c2ccccc2O1 (stereo not drawn),-1,1,-5,-0.2,2,-1,-3,1,-6,-11
CC1CC(NS(=O)(=O)c2cccs2)CC(C)(C)C1 (stereo not drawn),4,-3,0,0.2,-2,17,-9,6,12,6
COC(=O)C1=C(C)N=C2SC(C)C(=O)N2C1c1cccc(F)c1 (stereo not drawn),0,0,1,-0.8,-2,-14,0,-4,-1,-4

# Part of the list above in order of heavy-atom count, high to low.
SMILES,UHRF1 MBD2 ctr,PLC-gamma1 inh,PLC-beta3 inh,proKLK7 act,DDE Tn7 FP inh,HGIII-sPLA2 inh,Tn6 DDE FP,Rev-erbA mod,ASAP1 GAP inh,ARFGAP1 inh
CCOC(=O)[C@]12CCC=C1N(Cc1ccc(Cl)cc1Cl)C(=O)[C@H](CC(=O)NCc1cccs1)C2,0,-1,4,0.6,0,-3,2,-4,1,4
COc1ccc(CCN(C(=O)C(F)(F)F)C(C(=O)NC2CCCCC2)c2cccs2)cc1 (stereo not drawn),1,0,1,-0.1,-3,-1,7,-3,-1,1
COc1cc(NC(=O)NCCN2CCN(c3ccc(Cl)cc3)CC2)ccc1C,0,5,2,0.1,-2,1,-8,-1,7,14
CN1CCN(C(=O)Nc2ccc3c(c2)N(C)C(=O)c2ccccc2S3)CC1,-7,2,-11,-0.3,0,-8,3,3,9,-8
CSc1ccc(S(=O)(=O)Nc2c(C)n(C)n(-c3ccccc3)c2=O)cc1,2,-2,-9,-0.7,-2,1,5,2,-5,-10
Cc1cn2c(=O)c(C(=O)N3CCN(c4ccccc4)CC3)cnc2s1,-1,-2,0,-0.2,2,6,7,-4,0,-12
COc1cccc(OC)c1C(=O)OCC(=O)N(C)c1ccccc1,1,0,-3,-0.2,-2,1,-1,2,-4,16
CCN(C(=O)COc1nc(C)cc(C)c1C#N)c1ccccc1,-2,-2,-4,0.1,-4,-5,1,-1,1,3
COc1ccc(C(=O)OCC(=O)c2ccc(Br)s2)c(OC)c1,0,2,-8,-0.2,4,-12,8,6,0,5
COCCN1C(=O)N[C@@H](c2ccco2)C(C(C)=O)=C1C,2,-1,-5,0.5,-7,6,0,-5,2,-9
C=CCCCCc1nc2ccccc2c(=O)n1N,3,-1,-2,0.1,-2,7,6,-6,3,-7
